# AP ELISA ortho: alternative pathway complement inhibition, orthogonal assay; Human serum alternative complement pathway, LPS-coated ELISA, C3 deposition; tested in compound mixtures; inhibition, % at 5 µM; 62,000 tested, 0.08% active;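 active = inhibition above 30% in each of the two pooled mixtures holding the compound, so the lower value exceeds 30%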;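 note: 0% = serum in Mg-EGTA without compound and 100% = EDTA serum blank; some compounds past the cut are filed as inactive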
#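 Medium: diluted human serum in Mg2+-EGTA GVB++. Assay system: human serum complement alternative pathway, C3 deposition onto LPS. Also added: Plate-bound LPS. Technique: Anti-C3 ELISA, OD 450 nm. Measure: percent inhibition. Incubation: 1 h at 37 °C. Dosing: 5 µM each compound, pools of ten, 50 µM per pool.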
# 5-HT1A blocker: blocks the human serotonin 5-HT1a receptor; CHO 5-HT1a Ga15 NFAT-bla reporter, antagonist mode; inhibition, % at 10 µM; 62,000 tested, 0.68% active; AID 612;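 active = inhibition above the mean of all tested compounds plus 3 SD, cut at about 43% in these data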;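 note: receptor stimulated by 5-CT agonist at 100 nM near EC80; beta-lactamase reporter measured by ratiometric fluorescence of a cleavable substrate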
# SF1 activator: activators of human nuclear receptor SF-1. CHO-K1 Gal4-SF-1 LBD luciferase reporter; % increase over DMSO SF-1-specific signal. activation, % at 10 µM. 65,000 tested, 1.9% active. AID 522;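 active = activation above the mean activation of all tested compounds plus 3 SD, cut at about 50% in these data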
#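 Material: Transient Gal4-SF-1 LBD reporter, CHO-K1 | Input: 4,000 cells/well | Dosing: One dose, 10 µM compound, 1% DMSO | Incubation: 20 h compound treatment, 37 °C | Detection: SteadyLite luciferase luminescence | Evaluation: Percent activation relative to DMSO median and mock-transfected background | Benchmarks: DMSO-treated SF-1-transfected cells as negative, DMSO-treated mock-transfected cells lacking SF-1 as background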
# RORA act: activators of human nuclear receptor RORA; P35398; activation, % at 10 µM; 65,000 tested, 1.5% active; CHO-K1 Gal4-RORA LBD luciferase reporter, luminescence; percent increase over mock-subtracted basal signal; AID 560;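 active = activation above the mean of all tested compounds plus 3 SD, cut at about 49% in these data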;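 note: 0% = DMSO-treated RORA cells and 100% = added signal equal to DMSO minus mock-transfected cells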
# HTR1E agonist: agonists of human 5-HT1E serotonin receptor; P28566; CHO 5-HT1E Ga15 NFAT-bla reporter, FRET; 0% DMSO wells, 100% control agonist wells; activation, % at 6 µM; 65,000 tested, 0.69% active;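 active = activation above a set limit, the screen-wide mean activation plus 3 SD, cut at about 8.5% in these data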;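 note: 100% = positive control agonist at 1 µM giving full maximal response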
# Target sequence (P28566 whole entry, looked up): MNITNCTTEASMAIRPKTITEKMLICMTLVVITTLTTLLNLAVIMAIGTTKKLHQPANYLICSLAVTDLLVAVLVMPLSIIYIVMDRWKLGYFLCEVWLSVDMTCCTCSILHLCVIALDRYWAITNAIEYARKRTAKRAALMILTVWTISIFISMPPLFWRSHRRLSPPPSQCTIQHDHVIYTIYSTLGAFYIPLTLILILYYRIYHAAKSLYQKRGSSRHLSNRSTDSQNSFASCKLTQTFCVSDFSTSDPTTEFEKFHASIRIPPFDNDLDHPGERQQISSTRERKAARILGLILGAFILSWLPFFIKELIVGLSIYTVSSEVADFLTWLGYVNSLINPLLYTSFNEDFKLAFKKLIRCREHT
# HTR1E antagonist: antagonists of human 5-HT1E serotonin receptor; CHO 5-HT1E Ga15 NFAT-bla reporter, FRET, antagonist; AID 571; P28566; inhibition, % at 6 µM; 65,000 tested, 0.99% active;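 active = inhibition above a set limit, the mean inhibition across every tested compound plus 3 SD, cut at about 29% in these data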;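 note: signal is the 460 over 535 nm emission ratio of beta-lactamase substrate; 0% = agonist plus DMSO wells and 100% = wells without agonist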
# Ecoli tolC: E. coli tolC mutant growth inhibition. E. coli BW25113 tolC mutant growth, OD615. growth inhibition, % at 10 µM (by protocol). 65,000 tested, 2.2% active. AID 573;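 active = growth inhibition at or above a cutoff equal to the mean over every tested compound plus 3 SD, cut at about 60% in these data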;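 note: growth measured after 20 h incubation at 37 °C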
#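 Doses: one dose of 10 µM final / Material: E. coli BW25113 ΔtolC::kan, tolC deletion mutant strain / Buffer or medium: LB with kanamycin 50 µg/mL / Evaluation: percent growth inhibition / Detection: optical density read at 615 nm / Incubation: 37 °C, 20 h exposure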
# S1P1 ag pot: S1P1 (human) agonism or agonism potentiation; P21453; 56,000 tested, 0.57% active; activation, % at 9.5 µM; S1P1 CRE-bla cells, forskolin, beta-lactamase FRET, potentiator mode; S1P1 agonist co-added at EC20, 2 nM; 100% = saturating reference agonist, 0% = basal;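 active = activation above a cutoff set at the mean activation of all tested compounds plus 3 SD, cut at about 54% in these data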;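 note: forskolin at 4 µM as EC80 and the EC20 agonist is SEW2871; 100% = SEW2871 at its EC100 plus forskolin at EC80; some compounds past the cut are filed as inactive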
# S1P3 ag: agonists of human S1P3 receptor; Q99500; S1P3 NFAT-BLA reporter cells, agonism, FRET ratio; relative to 1 µM S1P, basal subtracted; activation, % at 4.5 µM; 60,000 tested, 0.1% active;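 active = activation above the screen-wide mean plus 3 SD, cut at about 4.5% in these data, passing the limit was not always enough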; note: some compounds called inactive have numbers as strong as hits
# Target sequence (Q99500 whole entry, looked up): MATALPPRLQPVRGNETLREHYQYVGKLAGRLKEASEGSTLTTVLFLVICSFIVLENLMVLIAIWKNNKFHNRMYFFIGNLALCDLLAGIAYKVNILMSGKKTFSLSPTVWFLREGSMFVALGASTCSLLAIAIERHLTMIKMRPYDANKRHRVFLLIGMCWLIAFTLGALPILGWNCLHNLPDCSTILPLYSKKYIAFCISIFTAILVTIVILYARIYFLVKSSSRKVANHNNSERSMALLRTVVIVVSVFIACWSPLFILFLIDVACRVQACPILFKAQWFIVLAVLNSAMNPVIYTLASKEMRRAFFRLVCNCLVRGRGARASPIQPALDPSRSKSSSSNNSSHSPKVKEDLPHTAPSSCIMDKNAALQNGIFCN
#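 Benchmarks: high control 1 µM S1P / System: stable CHO line with human S1P3, Gα16, NFAT-BLA reporter / Dosing: single compound concentration, 4.5 µM final / Timing: 4 h compound at 37 °C, 2 h substrate at RT / Measured by: FRET β-lactamase substrate fluorescence, excitation 405 nm, 460/535 nm emission ratio, background-subtracted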
# * = called active by the depositor; i = inactive; / = not tested or not shown.
SMILES,AP ELISA ortho,5-HT1A blocker,SF1 activator,RORA act,HTR1E agonist,HTR1E antagonist,Ecoli tolC,S1P1 ag pot,S1P3 ag
Cc1nn(-c2ccccc2)c2[nH]c(=O)c(CNCC3CCCO3)cc12 (centres undefined),-12,-6,-2,14,-1.1,1,-17,-18,-0.5
COC(=O)CCN1CCC(C(N)=O)CC1,-5,7,-1,21,-2.6,10,-3,-8,-0.3
CC(=O)OCC(=O)[C@@]1(O)CC[C@H]2[C@@H]3CCC4=CC(=O)CC[C@]4(C)[C@H]3[C@@H](O)C[C@@]21C,-9,/,-2,-26,0.1,-1,10,10,-1.1
C=C(C)Cn1c(=O)c2c(nc3n2CCN3c2cccc(Cl)c2C)n(C)c1=O,-6,-15,10,28,1.3,-1,14,-4,-1.1
Cc1ccc(-c2nnc3n2N=C(c2ccccc2Br)CS3)cc1,-15,14,5,-5,-0.2,32*,19,29,-0.6
CCN(CCCNC(=O)CCn1c(=O)[nH]c2ccccc2c1=O)c1cccc(C)c1,0,-1,-5,-5,-0.2,-5,4,11,-0.2
Cc1cc(C(=O)NCCCN2CCCC2=O)no1,9,-10,-8,-6,1.0,-8,-18,-5,0.8
CCOC(=O)CSc1nc(-c2ccncc2)ccc1C#N,/,/,80*,16,-0.3,28,11,-10,-4.6
COc1ccc(CC(=O)OCC(=O)Nc2c(C)n(C)n(-c3ccccc3)c2=O)cc1,10,2,2,0,-0.5,0,-7,/,/
Cc1nn(C)c(C)c1S(=O)(=O)N(CC(=O)Nc1nccs1)c1ccc(C(C)C)cc1,15,-3,-9,-15,1.0,-9,-3,11,-1.3
COc1ccc(NC(=O)N2CCN(S(C)(=O)=O)CC2)cc1OC,12,-8,5,3,-0.3,-5,-5,-14,0.3
O=C(CSc1nnc(-c2cccs2)o1)N1CCOCC1,5,-17,5,1,-0.3,4,-19,-9,0.6
Cc1ccccc1NC(=O)Cn1nnc(-c2ccc(N3CCOCC3)cc2)n1,-1,4,34,18,-1.5,10,-9,16,-1.0
CCc1nnc(NC(=O)CSc2ncnc3c2oc2ccccc23)s1,-2,-9,7,12,0.7,-4,-3,-2,-1.2
CCC(C)(C)n1nnnc1C(CC(C)C)N1CCC(C(N)=O)CC1 (centres undefined),13,-11,1,-8,-0.4,-20,-6,1,0.2
O=c1c2c3c(sc2nc2sc(CN4CCOCC4)cn12)CCCC3,8,1,25,3,0.1,8,-4,-4,0.2
O=C(c1ccc(Br)cc1)C1CCc2occc2C1=O (centres undefined),13,4,13,-1,-0.9,7,25,10,-0.4
CCc1nc(N2CCOCC2)c(C#N)c2c1CCCC2,/,/,-9,-5,-0.5,-3,2,0,-3.7
CCN(CC)S(=O)(=O)c1cccc(-c2nnc(SCC(N)=O)n2CCc2ccccc2)c1,0,-1,0,-4,0.6,5,10,7,-1.3
COc1ccc(-c2cc(C(F)(F)F)nc(SCC(=O)Nc3cc(C)on3)n2)cc1OC,-5,-3,-23,-18,0.8,15,11,-62,-0.5
N/C(=N\c1nc2ccccc2o1)NC(=O)C(Cc1ccccc1)N1C(=O)c2ccccc2C1=O (centres undefined),19,-36,-1,-11,1.8,-5,24,-12,-1.8
CC(=O)N(c1ccc(Br)cc1)C1C=CS(=O)(=O)C1 (centres undefined),10,4,0,-4,0.8,-16,-12,-22,0.4
O=C(CCS(=O)(=O)c1ccc(Br)cc1)N1CCN(Cc2ccccc2)CC1,11,0,18,-31,0.1,-8,0,-21,-1.3
O=C(Cn1cnc2ccccc2c1=O)N1CCN(Cc2ccccc2)CC1,-4,-6,12,-7,0.3,-6,3,-1,-0.6
COc1ccc(C(=O)COC(=O)CN2CC(=O)Oc3ccccc32)cc1Br,5,2,-3,-12,0.6,-10,-16,13,-2.4
CC(C)C12CN3CC(C(C)C)(CN(C1)C3c1ccc3c(c1)OCO3)C2=O (centres undefined),6,14,-2,-23,-0.5,1,19,12,0.2
Cc1onc(-c2ccccc2)c1C(=O)N1CCCc2ccccc21,32*,14,12,16,-1.2,7,10,-18,-1.0
CCOC(=O)c1c(-c2cccs2)csc1NC(=O)CSc1ncn[nH]1,-4,-11,29,4,0.8,-1,46,24,-0.7
O=C(Nc1ccc(O)cc1)c1cc(S(=O)(=O)N2CCCC2)ccc1Cl,4,4,-8,20,-0.7,8,0,-7,-1.6
CC(Sc1nc(N(C)C)nc(N2CCOCC2)n1)C(=O)Nc1ccccc1 (centres undefined),11,10,-9,-21,0.7,5,20,/,0.5
Cc1nnc(Nc2ccc(C(=O)N3CCOCC3)cc2)c2ccccc12,14,-3,-4,-6,-0.2,-2,-15,-14,-0.6
COC(=O)C1=C(C)N(c2ccc(F)cc2)C(=O)C1,15,10,-8,16,-0.2,-8,-14,/,/
COCCCN1C(=O)C(O)=C(C(=O)c2ccco2)C1c1cccc(Br)c1 (centres undefined),-1,-3,1,-8,0.4,-7,-3,1,-0.9
C=CCn1c(SCc2nc(N)nc(N(C)C)n2)nnc1-c1cccnc1,12,-7,-14,-8,0.8,-2,-17,5,0.0
COc1cc(NC(=O)C2CCCCC2)c(OC)cc1NC(=O)CCC(=O)NCc1ccco1,12,7,-9,13,0.1,7,10,3,-0.2
O=C(c1c(F)cccc1F)N(Cc1ccccn1)C1CCCC1,-8,-5,10,2,-0.2,-2,-7,6,1.3
NS(=O)(=O)c1ccc(CCNC(=O)CCC2COc3ccccc3O2)cc1 (centres undefined),11,-8,-16,-16,0.6,-5,-14,-1,-0.2
CN1CCCC(C(=O)C(C#N)c2ccccc2)C1 (centres undefined),14,-4,-6,-4,0.1,-2,-21,12,-0.3
CCN(CC)C(=O)CSc1nc2ncc(Br)cc2[nH]1,22,-7,-22,-29,-0.1,-1,-11,-12,-0.5
O=C1C(=O)N(CCCn2ccnc2)C(c2cccnc2)/C1=C(/O)c1ccc(Br)cc1 (centres undefined),0,-3,1,-27,-0.7,-14,-7,/,/
N#CC1=C(SCC(=O)NC2CC2)NC(=O)C(C#N)C12CCCCC2 (centres undefined),-16,-2,-12,12,0.1,6,7,12,-0.2
COc1ccccc1NC(=O)CSc1nnc(Cc2cccn2C)n1-c1ccc(F)cc1,8,20,-16,-13,-0.3,8,2,-15,-0.5
CC(C)c1ccc(NC(=O)C2CC(=O)N=C(N)S2)cc1 (centres undefined),-2,9,-23,0,-0.1,-9,0,-17,-0.7
N#Cc1ccc(Oc2cccc(C(=O)O)c2)cc1C#N,-2,9,-10,4,0.6,-8,-9,/,-0.9
CC(=O)c1cc2c(cc1NC(=O)CN1CCN(C(=O)c3ccco3)CC1)OCO2,-7,-2,-26,-10,0.7,-7,23,-13,-1.5
Cc1cc(C)nc(SCc2nnc(SCc3ccccc3Cl)o2)n1,8,-5,-26,-25,-1.4,6,8,6,-1.1
O=C(COc1ccccc1)Nc1ccc2c(c1)nc1n2CCSC1,17,13,-8,16,-0.2,4,0,-4,-1.0
Fc1ccccc1-c1nc(-c2ccccc2)no1,11,3,30,26,0.0,2,27,20,0.0
O=C(Nc1cc(=O)c2ccccc2o1)N1CCOCC1,14,-13,6,-1,-1.3,20,-27,-57,-1.2
COC(=O)CN(n1cnnc1)S(=O)(=O)c1ccccc1,17,0,-1,10,0.8,-12,-8,-26,1.1
CC(=O)Nc1ccc(N/C=C/C(=O)c2ccc(C)o2)cc1,-4,7,32,37,-1.1,9,-11,3,-1.4
CCOC(=O)c1cnc2c(-c3ccccc3)c(C)nn2c1N,6,-7,15,15,-0.9,-3,-12,/,/
COC(=O)COc1ccc(Oc2cc(C)nc(SC)n2)nn1,7,10,-5,-24,0.6,-11,-10,-21,-0.1
O=C(NC1CCCC1)C1c2ccccc2C(=O)N1C1CCCCC1 (centres undefined),20,9,-11,-10,-1.1,-10,-2,-7,-0.1
CC(C)N(C(=O)CSc1nc2c([nH]1)c(=O)n(C)c(=O)n2C)c1ccccc1,12,-1,-4,-13,-0.5,-5,-4,27,-1.5
CCOC(=O)C1CCCN(C(=O)C2CCN(Cc3nc(-c4ccc(Cl)cc4)oc3C)CC2)C1 (centres undefined),3,i,-8,3,-1.3,18,-1,11,-2.0
Cc1cccc(N2CC(C(=O)Nc3ccc4c(c3)OCO4)CC2=O)c1C (centres undefined),14,13,9,-27,-0.9,6,3,-18,-0.8
Cn1c(=O)c2c(nc(SCCN3CCOCC3)n2Cc2ccccc2Cl)n(C)c1=O,-1,0,1,10,0.7,-2,2,0,-0.6
CC1=CC=CC2=NC(=O)CC(C)(C(=O)N(CC(=O)NC(C)C)C3CCCC3)N12 (centres undefined),-2,4,-15,3,-0.5,-7,-27,1,0.2
CCC(C(=O)NCCN1CCN(C)CC1)n1c(C)c2cnn(-c3ccccc3)c(=O)c2c1C (centres undefined),2,1,12,19,-0.2,-7,-14,6,0.5
# The listing continues:
SMILES,AP ELISA ortho,5-HT1A blocker,SF1 activator,RORA act,HTR1E agonist,HTR1E antagonist,Ecoli tolC,S1P1 ag pot,S1P3 ag
O=C(CSCc1ccccc1)Nc1nccs1,11,-8,-5,-5,0.5,1,-4,-32,-1.1
COc1ccc(-c2nnn(CC(=O)c3c[nH]c4ccccc34)n2)cc1OC,10,27,0,4,-0.2,21,34,-12,-1.1
Cc1ccc(N2CC(C(=O)Nc3ccc(S(=O)(=O)N4CCCC4)cc3)CC2=O)cc1 (centres undefined),17,-15,2,-5,1.2,1,19,1,-1.8
CSCCC(NC(=O)c1ccco1)C(=O)OC(C)C(=O)NC(=O)NC1CCCCC1 (centres undefined),16,-3,-6,-10,-0.5,15,0,14,0.2
O=C(Cn1cc2c(n1)CCCCC2)NCc1cccs1,12,4,0,8,0.2,10,-1,-27,-0.1
COc1ccc2c(c1)c(=O)oc1cc(OCC(=O)N3CCC(C)CC3)ccc12,14,-3,-17,10,0.0,4,1,/,/
CCn1c(=O)cc(SCC(=O)N2CCN(c3ccccn3)CC2)c2ccccc21,15,-4,-5,-13,-0.3,-2,32,-18,-0.3

# A different layout for two compounds above:
# The line under a structure holds: AP ELISA ortho, 5-HT1A blocker, SF1 activator, RORA act, HTR1E agonist, HTR1E antagonist, Ecoli tolC, S1P1 ag pot, S1P3 ag
CC(=O)OCC(=O)[C@@]1(O)CC[C@H]2[C@@H]3CCC4=CC(=O)CC[C@]4(C)[C@H]3[C@@H](O)C[C@@]21C
→ -9, /, -2, -26, 0.1, -1, 10, 10, -1.1
C=C(C)Cn1c(=O)c2c(nc3n2CCN3c2cccc(Cl)c2C)n(C)c1=O
→ -6, -15, 10, 28, 1.3, -1, 14, -4, -1.1

# Assay outcomes deposited in PubChem by several laboratories.
